ER stress rescue: protection against thapsigargin-triggered cell killing – 384-well, CSM14.1, ATP luminescence, primary screen (AID 1222) | CSM14.1 thapsigargin-induced death rescue, ATP luminescence; higher % means a stronger effect | one-dose cellular ATP content (survival), % at 20 µM; EC50 in µM for titrated hits | 190,000 tested, under 10 active;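 active = EC50 below 50 µM in the dose-response confirmation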;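 also: death triggered by thapsigargin at about 15 µM added after 2 h compound pretreatment; cell ATP read after overnight thapsigargin exposure of roughly 18 to 22 hours; normalized against plate controls of thapsigargin alone and 5% DMSO vehicle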
PhoP inhibition: inhibitors of PhoP regulon expression, primary screen, Salmonella Typhimurium, GFP reporter (AID 1863); S. Typhimurium PhoP-regulated promoter GFP reporter, 4 h; higher % means a stronger effect; inhibition, % at 50 µM, or IC50 in µM where a hit was titrated; 300,000 compounds, 0.16% hits;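 active = inhibition over 29.93%, a cutoff 3 SD above the screen mean, later confirmed by dose response; inconclusive = inhibition over 29.93% but no dose response follow-up; inactive = inhibition at most 29.93% or unconfirmed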;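 also: 0% = low Mg2+ inducing control and 100% = high Mg2+ repressing control; strong numbers were not always called active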
SV40 large T antigen: TAg ATPase/helicase activity blockers – biochemical (AID 1903); SV40 large T antigen ATPase/helicase inhibition assay; higher % means a stronger effect; inhibition, % at 20 µM, or IC50 in µM where a hit was titrated; 310,000 compounds, 0.39% hits; in the data active = a potency from the dose series; inconclusive = inhibition mostly from about 32% at the one dose, without a potency; inactive = the rest, 99 in 100 with inhibition below about 32%; also: strong numbers were not always called active
West Nile antiviral: inhibition of WNV-induced cytopathic effect – cell-based, CPE readout (AID 1621); West Nile virus-infected cells, CPE inhibition; higher % means a stronger effect; CPE inhibition, % at 10 µM, or IC50 in µM where a hit was titrated; 290,000 compounds, 0.02% hits; in the data active = a potency from the dose series; inconclusive = CPE inhibition mostly from about 3.7% at the one dose, without a potency; inactive = the rest, 99 in 100 with CPE inhibition below about 2.2%; also: strong numbers were not always called active
PMI inhibition: MPI inhibition at elevated mannose 6-phosphate – biochemical, fluorescence intensity, high mannose 6-phosphate, primary screen (AID 1220); inhibition, % at 20 µM, or IC50 in µM where a hit was titrated; recombinant PMI enzyme, coupled fluorescence intensity; higher % means a stronger effect; 190,000 compounds, 0.66% hits
TNAP activation fold: human TNAP enzyme activators, primary screen, biochemical, luminescent, no phosphate acceptor, uHTS (AID 1001); purified TNAP, luminescent activation assay, no phosphate acceptor; higher activation fold means a stronger effect; one-dose activation fold at 20 µM; EC50 in µM for titrated hits; 200,000 compounds, 0.03% hits; in the data active = activation fold from about 3, or a potency from the dose series; inactive = the rest, 99 in 100 with activation fold below about 1.6; also: many of its hits are not listed in these tables
human PMI inhibition: MPI enzyme activity inhibition – biochemical, fluorescence intensity, coupled assay, primary screen (AID 1209); purified PMI enzyme, coupled fluorescence intensity; higher % means a stronger effect; inhibition, % at 20 µM, or IC50 in µM where a hit was titrated; 190,000 compounds, 0.42% hits;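 also: plate controls were DMSO vehicle for no effect and wells lacking substrate for full effect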
Insulin prom up: MIN6 insulin promoter up-regulation; z-score at 5 µM; 190,000 compounds, 0.3% hits; MIN6 insulin promoter-GFP reporter, high-content imaging; stronger effect = higher value; AID 1625;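 active = z-score above 3 at 5 µM with at least 500 cells counted in the well; inconclusive = wells under 500 cells, flagged as cytotoxic or low count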
RSV CPE inhibition: inhibition of RSV-induced cytopathic effect – HEp-2 cells, primary 10 µM value included (AID 2391). HEp-2 cells, RSV-induced CPE inhibition; higher % means a stronger effect. one-dose CPE inhibition, % at 10 µM; IC50 in µM for titrated hits. 310,000 compounds, 0.13% hits; in the data active = a potency from the dose series; inconclusive = CPE inhibition mostly from about 23% at the one dose, without a potency; inactive = the rest, 99 in 100 with CPE inhibition below about 21%; also: strong numbers were not always called active
Insulin prom up cell count: also measured in Insulin prom up; calls as there; cell count; measured here: cytotoxicity, nuclei count;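 total cells summed across four imaged fields per well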
* = called active by the depositor; ? = inconclusive; . = no result given. Rule as the data show it, unless noted: active = inhibition above about 50%; inactive = the rest.

SMILES	ER stress rescue	PhoP inhibition	SV40 large T antigen	West Nile antiviral	PMI inhibition	TNAP activation fold	human PMI inhibition	Insulin prom up	Insulin prom up cell count	RSV CPE inhibition
Cc1ccc(NS(=O)(=O)c2ccc(NC(=O)CN(c3cc([N+](=O)[O-])ccc3C)S(C)(=O)=O)cc2)c(C)c1	1.2%	-3%	10%	-0.7%	13%	1.1	22%	.	.	-0.6%
O=C(CS(=O)(=O)Cc1ccccc1)Nc1ccccn1	-3.0%	-3%	3%	-0.1%	-18%	1	-19%	0.42	1292	1.1%
COc1ccc(C(=O)CSc2nc(-c3ccccn3)nc(C)c2Cl)cc1	.	-4%	18%	0.0%	.	.	.	-1.4	958	3.2%
CCNc1nc(NC(C)C)nc(Oc2ccc(OCc3ccccc3)nn2)n1	-1.8%	1%	13%	0.4%	-13%	1.1	-10%	.	.	1.0%
CC(C)(C)c1ccc(C(=O)NNc2cc(N3CCCCC3)nc(N3CCCCC3)n2)cc1	2.1%	1%	10%	?	18%	1	12%	-0.27	1730	?
CC(C)Sc1cc(N2CCCC2)nc(-c2ccccc2)n1	-0.8%	2%	17%	0.2%	5%	1.1	8%	0.46	1426	11%
COc1cc(C=O)ccc1OS(=O)(=O)c1ccccc1[N+](=O)[O-]	-1.1%	?	21%	0.5%	3%	1.1	19%	-0.43	1313	16%
c1ccc(CCNc2nc(-c3ccncc3)cs2)cc1	-0.3%	-6%	24%	-1.3%	-1%	1.1	2%	0.05	1306	17%
Cc1ccccc1OCC(=O)Nc1c2c(nn1C(C)(C)C)CS(=O)(=O)C2	.	2%	4%	-0.3%	.	.	.	.	.	0.3%
CCN(CC)S(=O)(=O)c1cc(C(=O)NCCN2CCOCC2)ccc1Cl	-1.8%	9%	6%	0.8%	-20%	1.1	-21%	-0.04	1552	2.9%
S=c1[nH]nc(-c2ccccn2)n1/N=C/c1cccs1	-1.4%	-3%	22%	-0.4%	-8%	0.8	-11%	-0.01	1178	-0.9%
Cc1ccc(NS(=O)(=O)c2ccc(/C=C/C(=O)O)cc2)cc1Cl	5.3%	3%	0%	0.8%	-30%	1.2	-26%	-0.64	1249	1.1%
Cc1ccc(NC(=S)Nn2cnnc2)c(C)c1	.	13%	12%	0.6%	.	.	.	.	.	1.6%
Cn1c(COc2ccccc2)nnc1SCCC(=O)Nc1ccccc1	-0.5%	11%	17%	0.3%	-5%	1.1	-3%	-0.45	1233	0.1%
Cc1ccc2nc(SCC(=O)Nc3ccc4c(c3)OCCO4)[nH]c2c1	-0.3%	-7%	1%	0.1%	3%	1.2	6%	.	.	2.5%

4 compounds drawn at random from those above:
SMILES	ER stress rescue	PhoP inhibition	SV40 large T antigen	West Nile antiviral	PMI inhibition	TNAP activation fold	human PMI inhibition	Insulin prom up	Insulin prom up cell count	RSV CPE inhibition
Cc1ccc(NC(=S)Nn2cnnc2)c(C)c1	.	13%	12%	0.6%	.	.	.	.	.	1.6%
CC(C)Sc1cc(N2CCCC2)nc(-c2ccccc2)n1	-0.8%	2%	17%	0.2%	5%	1.1	8%	0.46	1426	11%
Cc1ccc2nc(SCC(=O)Nc3ccc4c(c3)OCCO4)[nH]c2c1	-0.3%	-7%	1%	0.1%	3%	1.2	6%	.	.	2.5%
c1ccc(CCNc2nc(-c3ccncc3)cs2)cc1	-0.3%	-6%	24%	-1.3%	-1%	1.1	2%	0.05	1306	17%

Carrying on.
SMILES	ER stress rescue	PhoP inhibition	SV40 large T antigen	West Nile antiviral	PMI inhibition	TNAP activation fold	human PMI inhibition	Insulin prom up	Insulin prom up cell count	RSV CPE inhibition
COc1ccc(S(=O)(=O)N2CCCc3ccccc32)cc1OC	.	-2%	1%	0.0%	.	.	.	-0.93	946	2.1%
COc1ccccc1CCC(=O)Nc1nc2ccccc2[nH]1	-1.0%	-2%	21%	0.7%	9%	1.1	15%	-0.62	958	1.7%
O=C(O)/C=C/C(=O)Nc1ccc(OC(F)(F)F)cc1	.	1%	6%	0.8%	.	.	.	0.46	1159	-2.1%
Cc1csc(NC(=O)CCc2nc3ccccc3s2)n1	1.3%	10%	-1%	0.4%	0%	1	0%	0.68	957	2.6%
CCOC(=O)C1CCN(Cc2c(C(=O)N3CCOCC3)nc3c(C)cccn23)CC1	.	-1%	-1%	-0.5%	.	.	.	.	.	-0.6%
O=C(Cn1nnc2c(sc3nc4c(c(-c5ccccc5)c32)CCC4)c1=O)c1ccccc1	-0.7%	-5%	4%	0.1%	0%	1.1	12%	1.3	1152	3.2%
CC(=O)c1cccc(NC(=O)NCc2cccnc2)c1	-1.7%	9%	0%	0.1%	8%	1.1	9%	0.89	1861	0.7%
CCCC(=O)NCCc1ccc(F)cc1	-1.8%	-2%	15%	-0.2%	2%	1.1	10%	.	.	1.6%
Cc1cc(C)nc(SCC(=O)Nc2nc(-c3ccccc3)c(-c3ccccc3)o2)n1	2.4%	-7%	1%	-0.4%	5%	1.1	19%	0.81	1650	4.1%
CC(/C=C1\SC(=S)N(NS(=O)(=O)c2ccc(C)cc2)C1=O)=C\c1ccccc1	.	-7%	38%	0.1%	.	.	.	0.46	989	15%
CCOc1ccc(CCNC(=O)CS(=O)Cc2nc(-c3ccc(OC)c(OC)c3)oc2C)cc1OCC (centres undefined)	.	2%	15%	-0.7%	.	.	.	.	.	-0.5%
COc1cccc2cc(-c3nnc(SCC(=O)Nc4cc(C(F)(F)F)ccc4Cl)n3N)oc12	-2.3%	1%	5%	0.2%	7%	1.1	15%	0.75	1192	-0.4%
CCc1cccc(C)c1NC(=O)Nc1c(Br)cnn1C	.	9%	3%	-0.4%	.	.	.	.	.	0.7%
CCn1c(C)nc2cc(C(=O)N/N=C/c3ccc(O)cc3)ccc21	-3.3%	2%	?	0.6%	2%	1.1	-1%	-1.4	602	0.7%
COc1ccc(NC(=O)Nc2ccc(F)cc2)c(C)c1	0.8%	-6%	14%	-0.3%	-3%	1.2	-4%	-0.81	1569	1.8%
CCN(CC)c1cc(C)c2cc(NC(=O)c3ccccc3OC)ccc2n1	0.2%	-4%	2%	-1.9%	-9%	1.1	-2%	-1.1	1142	11%
Cc1n[nH]c(C)c1S(=O)(=O)N1CCCC(C(=O)NC2CCCCC2)C1 (centres undefined)	-3.4%	-11%	11%	.	-2%	0.6	4%	0.09	1265	0.9%
COc1ccc(C(=O)Nc2c(N)nc(SCC(=O)N3CCC(C)CC3)[nH]c2=O)cc1OC	-1.1%	9%	3%	0.6%	7%	1	5%	-0.58	1005	-1.0%
OCCNc1nc(OCC(F)(F)F)nc(N2CCN(C34CC5CC(CC(C5)C3)C4)CC2)n1	-3.5%	-8%	-3%	0.1%	0%	1	6%	0.09	1096	-0.6%
COc1ccc(/C(C)=N/Nc2ccc(C(=O)O)cc2)c(OC)c1	9.6%	-17%	6%	1.3%	-55%	1	-57%	0.75	1344	2.0%
O=C(Cc1ccccc1)N1CCN(C(=O)c2cccs2)CC1	1.3%	8%	13%	0.1%	-3%	1.2	-2%	-0.84	1206	0.1%
Cc1ccc(Oc2nnc(-c3ccccc3)c3ccccc23)cc1	1.6%	32%	11%	0.3%	-2%	1.1	8%	.	.	1.1%
Cc1ccc(C(=O)n2c(N)nc3ccccc32)cc1	-4.6%	3%	8%	-0.8%	17%	1.1	18%	0.05	1363	0.8%
CCOc1ccc(NC(=O)CC2C(=O)Nc3ccccc3N2C(=O)c2ccccc2)cc1 (centres undefined)	-0.6%	.	.	-0.9%	6%	1.1	8%	0	1660	1.8%
COc1ccc(-c2coc3cc4oc(=O)cc(-c5ccccc5)c4cc23)cc1F	-2.6%	0%	8%	?	3%	1	10%	-0.61	820	-0.3%
CC12CCC(C(=O)Nc3ccc(Br)cn3)(OC1=O)C2(C)C (centres undefined)	.	-6%	5%	-0.5%	.	.	.	0.04	1462	0.9%
CS/C(N)=N/N=C/c1ccc([N+](=O)[O-])cc1	-1.1%	4%	13%	0.8%	-145%	0.9	-58%	.	.	0.8%
Cc1cccc(NC(=O)Nc2ccc(C#N)cc2)n1	-2.7%	11%	5%	1.8%	16%	1.1	16%	3.4*	1711*	2.1%
O=C(Nc1cccc(C(F)(F)F)c1)c1cc2c(s1)-c1ccccc1OC2	0.1%	-5%	6%	-1.0%	10%	1	13%	-0.45	1399	7.4%
CCN(CC)C(=O)CC(c1cc(OC)c(OC)c(OC)c1)c1c(OC)cc(OC)c2ccc(=O)oc12 (centres undefined)	.	3%	6%	-0.2%	.	.	.	.	.	1.9%
Cn1c(=O)oc2cc(S(=O)(=O)Nc3ccccc3F)ccc21	.	-6%	8%	0.3%	.	.	.	.	.	-0.3%
O=C(Nc1ccccc1)C1CCCN1C(=O)Nc1ccccc1[N+](=O)[O-] (centres undefined)	-0.4%	-5%	0%	0.4%	9%	1	13%	0.99	1485	2.4%
CCCn1nnnc1NCc1ccccc1OCc1ccc(F)cc1	-1.3%	-3%	6%	-1.0%	3%	1.1	7%	.	.	4.1%
CCOC(=O)C1(Cc2cccc(Cl)c2)CCCN(C(=O)c2cc(C)n(C)n2)C1 (centres undefined)	.	1%	11%	-0.6%	.	.	.	.	.	1.9%
COc1ccc(NC(=O)NNS(=O)(=O)c2ccc(OC)c(OC)c2)c(OC)c1	.	0%	9%	-0.8%	.	.	.	.	.	1.0%
Cc1cc(=O)[nH]c(SCC(=O)Nc2nc3ccccc3s2)n1	-1.0%	-8%	-1%	-0.2%	30%	1.1	11%	0.39	1114	2.0%
O=C(c1ccc(S(=O)(=O)Nc2ccccc2)cc1)N1CCOCC1	1.4%	4%	6%	0.5%	4%	1.2	-2%	-0.02	1052	1.7%
NC(=S)N/N=C/c1ccc(-c2ccc(SC(F)F)cc2)o1	.	0%	26%	-0.2%	.	.	.	.	.	-0.1%
COc1cccc(C(=O)Nc2ccc(NC(=O)C3CCCCC3C(=O)O)cc2)c1 (centres undefined)	.	-8%	11%	0.2%	.	.	.	.	.	2.9%
CC1CCN(Cc2c(C(=O)N/N=C/c3cccc(Cl)c3)nnn2-c2nonc2N)CC1	.	11%	6%	-0.1%	.	.	.	.	.	8.2%
C=CCNc1sc(C(=O)C(C)(C)C)c(N)c1C#N	.	-5%	4%	0.0%	5%	1.1	11%	0.24	1319	0.6%
COc1ccccc1-c1cn(S(=O)(=O)c2ccc(F)cc2)nc1N	1.3%	0%	7%	-0.3%	11%	1.1	18%	0.67	1255	3.6%
O=C(COC(=O)CCCN1C(=O)c2cccc3cccc(c23)C1=O)Nc1ccc(Cl)cc1	0.3%	-12%	0%	-0.4%	-3%	1.1	6%	-0.2	1222	1.9%
O=C(NCCN1CCCC1)C1COc2ccccc2O1 (centres undefined)	0.9%	-12%	2%	0.1%	9%	1.1	21%	.	.	0.6%
O/N=C(\c1ccc(Cl)cc1)c1cc2ccccc2o1	-2.5%	9%	-1%	.	2%	1	9%	1.1	1222	16%

Source: PubChem BioAssay (several laboratories)
